# Compound activity as filed in PubChem.
# MLLE-PAM2 inh: blocks PAM2 peptide binding to the PABP1 MLLE domain | P11940 | GST-MLLE / FITC-PAM2 fluorescence polarization | inhibition, % at 20 µM | 360,000 compounds, 0.36% hits; in the data active = inhibition above about 35%, passing the limit was not always enough;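 note: plate controls were DMSO wells with GST-MLLE for no effect and wells lacking GST-MLLE protein for full effect; some results filed as inactive read as strong as hits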
# Target sequence (P11940 whole entry, looked up, the tested form may be a part): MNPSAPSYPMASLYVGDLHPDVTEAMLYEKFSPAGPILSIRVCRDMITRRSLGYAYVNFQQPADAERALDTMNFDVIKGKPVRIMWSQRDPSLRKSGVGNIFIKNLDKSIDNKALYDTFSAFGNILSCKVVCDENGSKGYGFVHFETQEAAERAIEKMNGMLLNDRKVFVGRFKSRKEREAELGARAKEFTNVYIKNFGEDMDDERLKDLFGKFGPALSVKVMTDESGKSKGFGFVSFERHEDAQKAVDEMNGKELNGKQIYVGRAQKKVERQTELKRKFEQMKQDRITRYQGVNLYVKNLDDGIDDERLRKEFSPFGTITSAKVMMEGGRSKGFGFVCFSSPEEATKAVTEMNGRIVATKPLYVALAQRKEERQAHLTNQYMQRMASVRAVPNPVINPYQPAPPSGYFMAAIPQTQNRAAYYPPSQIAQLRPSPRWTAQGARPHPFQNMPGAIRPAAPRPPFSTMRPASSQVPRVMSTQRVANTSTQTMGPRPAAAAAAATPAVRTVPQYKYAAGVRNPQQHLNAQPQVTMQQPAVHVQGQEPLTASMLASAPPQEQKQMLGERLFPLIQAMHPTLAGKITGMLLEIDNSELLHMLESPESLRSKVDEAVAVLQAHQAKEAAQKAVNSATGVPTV
# FAS-TE inh: blocks the thioesterase domain of human fatty acid synthase. P49327. recombinant FAS-TE, OMFH fluorogenic substrate, fluorescence endpoint. inhibition, % at 15 µM. 360,000 compounds, 0.67% hits;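 active = compounds whose normalised, plate-corrected inhibition of enzyme fluorescence in the single-dose primary screen is 50% or more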;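 note: 0% = DMSO with enzyme and 100% = substrate without enzyme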
# Rin1 Abl inh: human Rin1-Abl interaction inhibition | TR-FRET Rin1/Abl binding, biochemical | inhibition, % at 7.35 µM | 360,000 compounds, 0.4% hits | AID 588664; in the data active = inhibition above about 5%, passing the limit was not always enough
# MsrA inhibitor: inhibits bovine methionine sulfoxide reductase A | inhibition, % at 15.5 µM | 360,000 compounds, 0.75% hits | purified bovine MsrA, absorbance read-out | AID 651718; in the data active = inhibition above about 4.5%;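 note: 0% = vehicle wells with enzyme and 100% = reference inhibitor wells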
# Rpn11 block: blocks the human proteasome subunit Rpn11. human 26S proteasome, Ub4-pepOG fluorescence polarization; 20S core pre-blocked with epoxomicin. AID 588493. 360,000 compounds, 0.59% hits. calls only at 20 µM. O00487;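 active = inhibition at 20 µM, scaled to each plate's controls, above about 33%, limit read from the data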
# E coli Lon inh: E. coli protease La inhibition; 360,000 compounds, 0.42% hits; purified E. coli Lon protease, fluorescence polarization; inhibition, % at 7.94 µM; in the data active = inhibition above about 13%, passing the limit was not always enough;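 note: 0% = enzyme with probe and DMSO and 100% = no enzyme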
# MT1-MMP act inh: blocks activation of human MT1-MMP; P50281; HT1080 RFP-PRO-GFP cells, GFP/RFP ratio fluorescence, overnight; percent of plate control window, DMSO zero; GFP/RFP ratio change, % at 20 µM; 360,000 compounds, 0.061% hits; AID 651647;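 active = GFP/RFP ratio change of at least 30% with cell ATP level not reduced by more than half and red fluorescence within 50% of control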; note: strong numbers were not always called active
#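 Test system: HT1080 cells expressing an RFP-PRO-GFP fluorescent reporter construct / Compound dosing: single-point 20 µM compound, 1% DMSO / Schedule: cells overnight before dosing, compound overnight, 37 °C, 5% CO2 / Evaluation: GFP/RFP fluorescence ratio / Control set: DMSO and RFP-L50D-GFP cell wells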
# CSN deneddyl inh: blocks human CSN-mediated cullin deneddylation | Q92905 | 360,000 compounds, 0.38% hits | inhibition, % at 12.5 µM | Purified CSN, SCF-Nedd8-OG deneddylation, fluorescence polarization;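 active = pattern-corrected inhibition above about 35%, with an unprinted fluorescence ratio check between 0.5 and 1.5, limit read from the data, passing the limit was not always enough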;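 note: 0% = enzyme with substrate and 100% = substrate without enzyme; some results filed as inactive read as strong as hits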
# Target sequence (Q92905 whole entry, looked up, one chain of several): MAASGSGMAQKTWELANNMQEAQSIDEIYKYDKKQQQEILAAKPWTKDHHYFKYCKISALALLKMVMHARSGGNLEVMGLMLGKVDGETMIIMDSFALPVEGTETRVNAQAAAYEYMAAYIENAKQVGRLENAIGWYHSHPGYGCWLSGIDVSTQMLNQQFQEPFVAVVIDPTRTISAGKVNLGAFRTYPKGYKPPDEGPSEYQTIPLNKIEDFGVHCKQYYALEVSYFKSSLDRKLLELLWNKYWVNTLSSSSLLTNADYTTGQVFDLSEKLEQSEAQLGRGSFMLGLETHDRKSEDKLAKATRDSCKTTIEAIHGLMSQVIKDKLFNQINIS
#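 assay system = purified human Csn5 enzyme expressed in HEK293T cells | amount = 0.24 nM enzyme | buffer or medium = Tris/NaCl/DTT buffer, pH 7.5 | reagent = 10 nM SCFSkp2-Nedd8OG | compound = one concentration, 12.5 µM, 0.25% DMSO | times = 90 min reaction at room temperature | signal = FP | read-out basis = % inhibition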
# MsrA act: activates bovine MsrA enzyme; purified bovine MsrA, absorbance read-out; activation, % at 10.6 µM; 360,000 compounds, 0.3% hits; AID 602163; in the data active = activation above about 7.5%;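 note: 0% = vehicle and 100% = reference activator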
# Numbers without * were called inactive; i = inactive; . = not tested or not shown. Rows were taken by chance. About 3.7% of those tested had a hit in this group.
no. | mol | MLLE-PAM2 inh | FAS-TE inh | Rin1 Abl inh | MsrA inhibitor | Rpn11 block
1 | CCC1C(=O)NCCN1C(=O)c1cccc(OC2CCN(S(=O)(=O)N(C)C)CC2)c1 (stereo not given) | -3.4 | -5.8 | -5.2 | -0.5 | i
2 | CC(Oc1ccccc1)c1nnc(SCC(=O)NC2CC2)n1C (stereo not given) | -0.7 | -4.2 | -0.5 | 1.3 | i
3 | Cn1c(=O)cc(Cl)[nH]c1=O | -1.6 | -3.8 | -2.5 | 2.1 | i
4 | COc1cc(OC)c(OC)cc1CNCCNC(=O)c1nonc1N | 4.4 | -9.2 | -1.2 | 0.7 | i
5 | O=[N+]([O-])c1ccc(/C=N/Nc2ncccc2[N+](=O)[O-])s1 | -4.6 | -2.8 | -2.8 | 1.1 | i
6 | Cc1ccc(C(=O)NC2CCC(C)CC2)s1 (stereo not given) | 6.3 | -3.0 | 2.5 | -0.2 | i
7 | CN1CCN(C(=O)Nc2ccc([N+](=O)[O-])cc2)CC1 | 7.1 | -3.7 | -2.4 | 2.6 | i
8 | Cc1cc(NS(=O)(=O)c2ccc(NC(=O)c3oc4ccccc4c3C)cc2)no1 | 3.5 | -3.6 | -1.4 | 0.1 | i

no. | E coli Lon inh | MT1-MMP act inh | CSN deneddyl inh | MsrA act
1 | -11.5 | 1.8 | 1.8 | -2.6
2 | 8.6 | 1.2 | 0.6 | -7.7
3 | -4.7 | 1.8 | -10.8 | -2.8
4 | -9.9 | 0.0 | -1.2 | -6.8
5 | 7.3 | 7.1 | 4.4 | -0.7
6 | -2.1 | -0.6 | -0.4 | -6.8
7 | -7.3 | 3.7 | -3.3 | -4.1
8 | -1.4 | 2.6 | 2.4 | 1.4

# (continued)
no. | mol | MLLE-PAM2 inh | FAS-TE inh | Rin1 Abl inh | MsrA inhibitor | Rpn11 block
9 | N=c1ccn2c(n1)O[C@H]1[C@@H](CO)[C@H](O)O[C@H]12 | -8.5 | -10.1 | 2.9 | 1.3 | i
10 | Cc1cc(C)n(-c2ccc(NC(=O)C3CCN(Cc4ccccn4)CC3)cc2)n1 | 9.6 | -9.9 | 3.7 | -0.8 | i
11 | COc1cccc(C(=O)NN2c3ccccc3CCc3ccccc32)c1 | 2.6 | -7.5 | -3.2 | 1.9 | i
12 | Cc1cc(C)cc(OCc2nnc(SCC(=O)OC(C)C)o2)c1 | 5.0 | 10.0 | -0.8 | -1.5 | i
13 | C[C@@H]1CN([C@@H](C)CO)C(=O)CCCn2nncc2CO[C@@H]1CN(C)C(=O)Nc1ccccc1 | -2.6 | -4.3 | -2.7 | 0.3 | i
14 | CCCc1cc(=O)[nH]c(Nc2cc(OC)ccc2OC)n1 | 9.3 | -3.8 | -0.3 | -0.1 | i
15 | CCN(CC)S(=O)(=O)c1cc(NC(=O)CSc2nccn2C)ccc1C | -14.9 | -6.9 | -2.2 | -1.3 | i
16 | CCCn1c(N)c(C(=O)CSc2nc3ccccc3s2)c(=O)[nH]c1=O | -8.6 | 4.6 | -0.9 | -0.5 | i

no. | E coli Lon inh | MT1-MMP act inh | CSN deneddyl inh | MsrA act
9 | -5.1 | -8.9 | 0.5 | -7.2
10 | -0.2 | . | -3.0 | -10.6
11 | -5.5 | 6.5 | -2.9 | -8.7
12 | 5.5 | -0.9 | -3.6 | -4.9
13 | 8.0 | 2.0 | -4.2 | -0.3
14 | -3.5 | -2.1 | 9.7 | -7.6
15 | 1.1 | 1.4 | -10.8 | -2.4
16 | 2.9 | -0.7 | -0.9 | -3.5

# Further entries
no. | mol | MLLE-PAM2 inh | FAS-TE inh | Rin1 Abl inh | MsrA inhibitor | Rpn11 block
17 | Cc1ccc(CNC(=O)CSc2nnc3c(n2)[nH]c2ccccc23)cc1 | -10.6 | -4.5 | -1.6 | 0.9 | i
18 | Cc1ccc(S(=O)(=O)NCc2cccnc2)s1 | 6.4 | -14.1 | 0.6 | -1.7 | i
19 | Nc1nc(SCc2ccccc2Cl)c2ncn(C3OC(CO)C(O)C3O)c2n1 (stereo not given) | 4.5 | -9.5 | 6.2 | 1.9 | i
20 | Cc1cc(C(=O)N2CCN(c3ccc([N+](=O)[O-])cc3)CC2)c(C)o1 | 1.6 | 3.9 | -1.0 | 2.7 | i
21 | CC1CCc2cc(F)ccc2N1C(=O)c1cccnc1 (stereo not given) | 22.1 | -6.5 | 1.2 | -1.3 | i
22 | COc1ccc(CCC(=O)N2CCCC(Nc3ccccc3)C2)cc1OC (stereo not given) | -5.9 | -0.8 | -0.8 | 0.4 | i
23 | CCO/C=N/Nc1nc(C(F)(F)F)nc2c1cnn2Cc1ccccc1 | -4.9 | 2.8 | 3.0 | 2.0 | i
24 | Cc1cccc(CN2CCN(C(=O)CN(C)C(C)C(=O)Nc3ccc(C(N)=O)cc3)CC2)c1 (stereo not given) | 13.8 | -8.7 | 3.4 | -0.7 | i

no. | E coli Lon inh | MT1-MMP act inh | CSN deneddyl inh | MsrA act
17 | 7.3 | 0.9 | 5.5 | -2.0
18 | 1.4 | -3.1 | -0.2 | -2.9
19 | -9.1 | -0.4 | 1.3 | -4.3
20 | 0.6 | 3.8 | 1.1 | -5.4
21 | 0.2 | 3.1 | -6.8 | -2.7
22 | 8.7 | 3.5 | -5.6 | -8.2
23 | -6.7 | -4.1 | -2.7 | -3.2
24 | 3.4 | -1.4 | -2.5 | -3.9

# Next section.
no. | mol | MLLE-PAM2 inh | FAS-TE inh | Rin1 Abl inh | MsrA inhibitor | Rpn11 block
25 | CCCNc1nc(OC(C(F)(F)F)C(F)(F)F)nc(OC(C(F)(F)F)C(F)(F)F)n1 | -10.6 | 3.6 | 1.5 | 1.0 | i
26 | O=c1[nH]c(CN2CCOCC2)nc2ccccc12 | 5.0 | -4.9 | -0.8 | 3.0 | i
27 | CCOC(=O)c1oc2ccccc2c1NC(=O)c1cccc(OC)c1OC | -1.5 | 31.7 | -2.6 | 0.4 | i
28 | Cc1c2c(nc3c(C(=O)NC4CCCC4)cnn13)CCCC2 | 0.4 | 10.1 | -0.3 | -0.1 | i
29 | O=C(N/N=C/C=C/c1ccco1)c1cccnc1 | 27.4 | -6.7 | 6.0 | 0.4 | i
30 | COc1cc(SC)ccc1C(=O)Nc1ccon1 | 14.1 | -1.3 | 1.6 | 0.9 | i
31 | COc1cc(NC(=O)C2=CC(c3cccs3)=NS(=O)(=O)N2C)cc(OC)c1OC | -3.8 | 7.4 | -0.4 | 2.6 | i
32 | Cc1noc(NS(=O)(=O)c2ccc(NC(=O)c3cccc(S(=O)(=O)Nc4ccccc4F)c3)cc2)c1C | 7.5 | -7.9 | 3.3 | 1.4 | i

no. | E coli Lon inh | MT1-MMP act inh | CSN deneddyl inh | MsrA act
25 | 1.2 | 3.2 | 0.2 | -5.3
26 | 0.6 | 0.9 | 1.7 | -1.2
27 | 0.2 | -2.5 | 2.8 | -1.8
28 | -2.7 | 0.1 | -4.2 | -11.8
29 | 4.7 | -6.9 | -0.5 | -3.4
30 | -10.3 | 2.0 | 1.7 | 4.2
31 | 1.2 | 3.9 | -0.7 | -7.8
32 | 5.3 | -5.7 | -3.7 | -1.7

# New compounds follow.
no. | mol | MLLE-PAM2 inh | FAS-TE inh | Rin1 Abl inh | MsrA inhibitor | Rpn11 block
33 | CNC(=O)C1(c2ccccc2)CCCCC1 | -3.6 | -10.4 | -0.2 | -1.3 | i
34 | CCCOc1ccc(/C=N/NC(=O)C(=O)Nc2ccccn2)cc1 | -5.6 | -4.9 | -2.8 | 1.0 | i
35 | O=C(NC(=S)NC1C2CC3CC(C2)CC1C3)C12CC3CC(CC(C3)C1)C2 (stereo not given) | 27.4 | 19.1 | 3.1 | -0.3 | i
36 | COc1ccccc1CNC(=O)c1ccc(S(=O)(=O)N2CCCC2)cc1 | -7.7 | -0.3 | -1.1 | -1.4 | i
37 | Cc1ccc(C(=O)Cn2nnc3ccccc32)cc1 | 5.0 | -4.5 | -0.4 | -1.4 | i
38 | CN(Cc1ccc(F)cc1)C(=O)COc1ccccc1-c1ccccc1 | 0.3 | 18.4 | -1.5 | -0.2 | i
39 | COc1ccc([C@@H](C)NC(=O)CCc2nnc(-c3cc(C)on3)o2)cc1 | 5.7 | -3.9 | 1.4 | 0.0 | i
40 | CN(C)C(CNC(=O)c1ccc2c(c1)S(=O)(=O)c1ccccc1C2=O)c1ccco1 (stereo not given) | 17.2 | -2.2 | -1.5 | -1.5 | i

no. | E coli Lon inh | MT1-MMP act inh | CSN deneddyl inh | MsrA act
33 | -13.9 | 2.3 | 3.2 | 1.0
34 | -12.2 | 1.5 | -1.9 | -2.0
35 | 7.7 | -18.0 | -18.0 | -2.3
36 | -6.0 | 1.7 | -0.5 | -3.9
37 | 0.8 | -1.1 | 1.1 | -1.3
38 | 4.9 | 1.8 | -1.1 | -4.6
39 | 9.8 | 5.7 | 1.1 | -2.6
40 | 5.5 | 0.4 | -2.4 | -0.7

# Further records.
no. | mol | MLLE-PAM2 inh | FAS-TE inh | Rin1 Abl inh | MsrA inhibitor | Rpn11 block
41 | CC(C)C[C@@H](CN1CCC[C@@H]1CN1C(=O)C(=O)NC[C@@H]1Cc1ccccc1)N1C[C@H](Cc2ccc(O)cc2)N(CC2CCCCCC2)C(=O)C1=O | 8.5 | 4.9 | 4.0 | 1.0 | i
42 | CCCCS(=O)(=O)Nc1ccc(C)cn1 | 17.0 | -9.0 | -3.1 | 1.2 | i
43 | CCC(=O)Nc1ncc2c(n1)CC(c1ccco1)CC2=O (stereo not given) | 12.3 | -7.8 | 2.1 | 0.9 | i
44 | COc1ccc(/C=C/c2cc[n+](C(=O)Cc3ccccc3)cc2)cc1 | 9.6 | -2.2 | 2.1 | 3.1 | i
45 | CS(=O)(=O)N(CC(=O)N1CCCCCC1)c1ccc(Cl)cc1 | -67.7 | -5.1 | -2.9 | -0.6 | i
46 | COc1ccc(-n2nc(C(=O)NCC(=O)N3CCCC(C)C3)c3ccccc3c2=O)cc1Cl (stereo not given) | -6.3 | 14.1 | 1.5 | 0.1 | i
47 | CC1CC(C)CN(C(=O)COC(=O)Cc2c[nH]c3ccccc23)C1 (stereo not given) | -2.5 | -2.9 | 0.7 | -0.6 | i
48 | Oc1ccccc1C=NNC(=S)Nc1ccc(F)cc1 | 35.8 | 9.1 | -0.6 | 2.2 | i

no. | E coli Lon inh | MT1-MMP act inh | CSN deneddyl inh | MsrA act
41 | 8.9 | -1.4 | 4.0 | -2.1
42 | -7.0 | 7.6 | 5.8 | -1.2
43 | -1.5 | 3.7 | 0.1 | -1.9
44 | -9.3 | -37.7 | 6.1 | -2.6
45 | -3.1 | -3.3 | -1.8 | -0.1
46 | 4.6 | -2.0 | 5.1 | -0.7
47 | 4.2 | 0.0 | -0.9 | -3.3
48 | -14.0 | 2.7 | -0.9 | -0.6
